Bioassay records (PubChem BioAssay)
MLL CXXC-DNA inh – blocks binding of human MLL CXXC domain to DNA; Q03164; MLL-CXXC / FITC-HOXA9 DNA fluorescence polarization; Potency, µM (highest dose often 115 µM), without a hit: at the highest dose activity change, negative = inhibition, most hits filed as inhibitors; 290,000 compounds, 0.037% hits; active means well fitted inhibition curve with a large enough effect in the polarisation, with a control signal flat, not every such curve was filed as active; inconclusive means small, poorly fitted or top-dose-only effect, or effect the other way, or a change in a side signal; inactive means no such curve, though single readings can be large or run the other way; the % refers to the polarisation; further: potency means the concentration at half of the fitted maximal effect
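Steps: dispense CXXC domain solution (7 uM) → pin compounds or unlabeled HOX-A9 DNA control → 5 min ambient → add FLSN-HOX-A9 solution (50 nM) → spin → 30 min ambient → fluorescence polarization. Tris pH 7.5/NaCl/DTT/BSA buffer.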
Menin-MLL TR inh – menin-MLL binding inhibition, Texas Red mutant peptide; Menin + Texas Red MLL mutant peptide, fluorescence polarization; O00255; 270,000 compounds, 0.23% hits; AID 1768; Potency, µM (series often up to 61.6 µM), for the others: at the highest dose FP activity change, negative = inhibition, most hits filed as inhibitors; active means well fitted inhibition curve with a large enough effect in the polarisation, with a control signal flat, not every such curve was filed as active; inconclusive means small, poorly fitted or top-dose-only effect, or effect the other way, or a change in a side signal; inactive means no such curve, though single readings can be large or run the other way; the % refers to the polarisation; further: potency means the concentration at half of the fitted maximal effect; % of control where 0% means no effect; many of its hits are not listed in these tables
MBNL1 CUG block – inhibitors of human MBNL1 binding to CUG repeat RNA; Q9NR56; TR-FRET MBNL1-His/biotin-(CUG)12 binding, 665/545 ratio; Potency, µM (titrated, usually from 57.5 µM), for inactives: at the highest dose activity change, negative = inhibition, hits mostly inhibitors; 280,000 compounds, 0.036% hits; active means well fitted inhibition curve with a large enough effect in the signal ratio, with a control signal flat, not every such curve was filed as active; inconclusive means small, poorly fitted or top-dose-only effect, or effect the other way, or a change in a side signal; inactive means no such curve, though single readings can be large or run the other way; the % refers to the signal ratio; further: potency means the concentration at half of the fitted maximal effect; on the % scale 0 is the no-effect control and ±100 the full control effect
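Inhibition of protein-RNA binding appears as loss of TR-FRET between terbium anti-His antibody on MBNL1-His and streptavidin-XL665 on biotin-(CUG)12. Activity is normalized to buffer-only and uninhibited-complex controls.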
Mito fusion yeast – mitochondrial division inhibition or fusion activation. Potency, µM (highest dose often 46.1 µM), for inactives: at the highest dose growth rescue (activation), hits mostly activators. 320,000 compounds, 0.23% hits. S. cerevisiae fusion-defective mutant growth rescue, CellTiterGlo 48 h;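 further: potency means the concentration at half of the fitted maximal effect; % of control where 0% means no effect; nearly all actives have a fitted effect of over 45% in size; temperature-sensitive fusion mutants such as fzo1-1 at 37 °C on non-fermentable ethanol glycerol medium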
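Temperature-sensitive fusion-defective S. cerevisiae (e.g. fzo1-1, mgm1-5) were grown with compound in YPEG medium (3% ethanol, 3% glycerol) for 48 hours at 37C. Growth rescue was measured as viability by CellTiterGlo luminescence after 10 minutes at ambient.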
A-T KAP1 phos – candidate therapy for ataxia-telangiectasia | Potency, µM (titrated, usually from 57.5 µM), inactives show at the top dose activation, usual class: activators | 320,000 compounds, 0.19% hits | […] A-T fibroblasts, KAP-1 phosphorylation AlphaLISA; neocarzinostatin DNA damage 30 min before lysis | AID 485349; further: potency means the concentration at half of the fitted maximal effect; % of control where 0% means no effect; nearly all actives have a fitted effect of over 45% in size
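ATM-like activity read as KAP-1 phosphorylation via AlphaLISA donor/acceptor antibody pairs after lysis and 6 hr at 25C. Cells were ATM-null patient fibroblasts ([…], hTERT), dosed 60 min, then exposed to the DSB inducer NCS for 30 min.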
ASM inhibitor – blocks human secretory acid sphingomyelinase. Potency, µM (series often up to 57.5 µM), for inactives: at the top dose activity change, negative = inhibition, actives largely listed as inhibitors. P17405. 340,000 compounds, 0.006% hits. placental ASM, HMU-PC fluorogenic substrate, 60 min. AID 504937; further: potency means the concentration at half of the fitted maximal effect
Target sequence (P17405 47-631 limits assumed): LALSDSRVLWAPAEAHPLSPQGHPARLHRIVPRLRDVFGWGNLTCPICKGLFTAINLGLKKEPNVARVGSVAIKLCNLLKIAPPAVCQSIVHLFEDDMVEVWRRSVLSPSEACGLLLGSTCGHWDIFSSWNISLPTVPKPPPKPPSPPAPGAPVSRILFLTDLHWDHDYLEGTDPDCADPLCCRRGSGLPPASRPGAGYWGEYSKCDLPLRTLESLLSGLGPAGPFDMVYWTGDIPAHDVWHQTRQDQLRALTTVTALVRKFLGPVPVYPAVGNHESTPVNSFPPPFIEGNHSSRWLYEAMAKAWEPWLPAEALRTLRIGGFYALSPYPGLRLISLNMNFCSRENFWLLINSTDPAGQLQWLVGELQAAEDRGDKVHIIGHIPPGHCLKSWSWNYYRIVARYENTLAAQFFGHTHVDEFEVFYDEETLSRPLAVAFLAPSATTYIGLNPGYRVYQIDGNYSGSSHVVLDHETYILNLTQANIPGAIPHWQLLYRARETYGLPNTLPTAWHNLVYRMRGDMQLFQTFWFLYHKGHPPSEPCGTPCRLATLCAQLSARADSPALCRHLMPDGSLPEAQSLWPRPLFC
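Human placenta-derived ASM enzyme was preincubated with compound for 10 minutes at room temperature, then given fluorogenic substrate HMU-PC0 (9 uM final) for 60 minutes at 37 °C; a pH 10 stop preceded fluorescence reading at Ex 386/Em 447 nm.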
TSHR antagonist – blocks TSH signaling through the human TSH receptor | TSHR-expressing cells, TSH-stimulated cAMP HTRF, 2 h; stronger effect = lower value | activity change, negative = inhibition, % at 11.5 µM | AID 504810 | P16473 | 330,000 compounds, 0.2% hits;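 active means activity change below a set negative limit, meaning inhibition stronger than a set level, cut at about -70% in these data; inconclusive means activity change between two set negative limits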; further: on the % scale 0 is the no-effect control and ±100 the full control effect
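Cell-based HTRF cAMP assay; TSHR cells + compound, TSH EC80 (4nM final), 2 h, 37 deg C. Lysis with anti-cAMP cryptate and cAMP-d2, 30 min RT, read 665/620 nm.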
TSG101-PTAP inh – blocks PTAP/TSG101 interaction to inhibit HIV-1 budding. Fluorescence polarization, FITC-PTAP peptide / Tsg101 binding. Q99816. 340,000 tested, under 10 active. Potency, µM (titrated, usually from 115 µM), for the others: top-dose activity change, negative = inhibition, usual class: inhibitors; active means well fitted inhibition curve with a large enough effect in the main read-out, with a control signal flat, not every such curve was filed as active; inconclusive means small, poorly fitted or top-dose-only effect, or effect the other way, or a change in a side signal; inactive means no such curve, though single readings can be large or run the other way; further: potency means the concentration at half of the fitted maximal effect; % of control where 0% means no effect
Target sequence (Q99816 whole entry, looked up): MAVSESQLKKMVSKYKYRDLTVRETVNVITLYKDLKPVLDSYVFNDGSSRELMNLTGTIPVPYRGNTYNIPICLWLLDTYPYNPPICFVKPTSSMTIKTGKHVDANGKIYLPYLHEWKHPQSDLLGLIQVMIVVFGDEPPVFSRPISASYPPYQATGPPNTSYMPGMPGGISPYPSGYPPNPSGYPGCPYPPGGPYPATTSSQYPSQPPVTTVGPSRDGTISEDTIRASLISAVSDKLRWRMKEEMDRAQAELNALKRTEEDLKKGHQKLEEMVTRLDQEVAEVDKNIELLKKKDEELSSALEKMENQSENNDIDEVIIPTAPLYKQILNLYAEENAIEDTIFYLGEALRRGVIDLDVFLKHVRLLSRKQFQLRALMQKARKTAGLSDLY
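Compounds were pin-transferred onto Tsg101 binding domain (10 uM final) in HEPES pH 7.5 buffer, then FITC-PTAP peptide was added at 50 nM final. After 20 min at RT, polarization reported peptide displacement across a qHTS concentration series.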
a7 integrin act – activators of alpha7 integrin expression for muscular dystrophy. Potency, µM (doses to about 38.3 µM), for inactives: top-dose activation, actives largely listed as activators. alpha7betagal myoblasts, beta-gal FDG fluorescence, 48 h. 350,000 compounds, 0.064% hits;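 further: potency means the concentration at half of the fitted maximal effect; 100% = response of the positive control SU9516; nearly all actives have a fitted effect of over 60% in size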
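alpha7betagal+/- myoblasts (passage 13, 250/well) treated 48 h at 37C with compounds at 1:260 dilution of DMSO stock. Lysed, then beta-galactosidase activity read as FDG fluorescence (ex 480/em 540) after 30 min, with pre-read for autofluorescence.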
TCR activator – activates T cell receptor signaling; primary human leukocytes, anti-CD3, IL-2 HTRF, 48 h; AID 504894; Potency, µM (highest dose often 9.22 µM), for inactives: at the highest dose activation of IL-2 secretion, hits mostly activators; 330,000 tested, under 10 active; further: % of control where 0% means no effect
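48 hr co-incubation of compounds, a-CD3 beads and primary human leukocytes; IL-2 quantified homogeneously by HTRF with anti-IL-2 K and d2 conjugates.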
Active calls of the source: *; & = joins results of further samples; [ ] = another dose, or the depositor's remark. Unless noted, the call rests on the fitted dose curve; in most records, active means well fitted curve in the direction sought with a large enough effect; inconclusive means small, poorly fitted or top-dose-only effect, or another doubt; inactive means no such curve, though single readings can be large; an effect the other way counts as inactive or inconclusive. A portion of the library; the hit share may differ from the screen's.

For CCOC(=O)c1c(NC(=S)Nc2ccc(OC)cc2)sc2c1CCC2 the results were MLL CXXC-DNA inh 12%, Menin-MLL TR inh -19%, MBNL1 CUG block 30%[activator], Mito fusion yeast -1%, A-T KAP1 phos -3%, ASM inhibitor -6%, TSHR antagonist 2, TSG101-PTAP inh 7%, a7 integrin act 26% and TCR activator 12%[46.1 µM].
Screening Cc1cc(=O)c2c(o1)C(=O)c1occc1C2=O returned ASM inhibitor -1%, TSG101-PTAP inh -11%, a7 integrin act -42% and TCR activator -3%.
CCN(CC)c1ccc(N=Nc2nn(C)c(C)c2[N+](=O)[O-])cc1 was read as MLL CXXC-DNA inh -2%, Menin-MLL TR inh -1%, Mito fusion yeast -4%, A-T KAP1 phos -2%, ASM inhibitor -21%, TSHR antagonist -17, TSG101-PTAP inh -4%, a7 integrin act -30% and TCR activator 2%[46.1 µM].
CCOc1ccc2nc(NCCNC(=O)C3CC3)c(C)cc2c1 was read as MLL CXXC-DNA inh 2%, Menin-MLL TR inh -1%, MBNL1 CUG block 1%, Mito fusion yeast -5%, A-T KAP1 phos 5%, ASM inhibitor 5%, TSHR antagonist 4, TSG101-PTAP inh -3%, a7 integrin act 23% and TCR activator -12%.
`CCCCn1c(SCC(N)=O)nc2sc3c(c2c1=O)CCC3` gave MLL CXXC-DNA inh 5%, Menin-MLL TR inh -1%, MBNL1 CUG block -2%, Mito fusion yeast 4%, A-T KAP1 phos -2%, ASM inhibitor -1%, TSHR antagonist 5, TSG101-PTAP inh -2%, a7 integrin act 0% and TCR activator 1%.
For CCN(c1ccc(OC)cc1)S(=O)(=O)c1csc(C(N)=O)c1 the results were MLL CXXC-DNA inh 3%, Menin-MLL TR inh -23%, MBNL1 CUG block -4%, Mito fusion yeast -6%, A-T KAP1 phos 0%, ASM inhibitor 0%, TSHR antagonist -6, TSG101-PTAP inh -1%, a7 integrin act -4% and TCR activator -37%.
CC(C)NC(=O)C(C)n1cccc1C(=O)c1ccccc1 (stereo not drawn) was read as MLL CXXC-DNA inh -4%, Menin-MLL TR inh -20%, MBNL1 CUG block -14%, Mito fusion yeast 1%, A-T KAP1 phos -3%, ASM inhibitor 0%, TSHR antagonist 9, TSG101-PTAP inh -1%, a7 integrin act 4% and TCR activator 7%.
Screening CCN(CC)c1ccc(S(=O)(=O)N2CCOCC2)cc1NS(C)(=O)=O returned MLL CXXC-DNA inh 1%, Menin-MLL TR inh -14%, MBNL1 CUG block 0%, Mito fusion yeast -1%, A-T KAP1 phos 0%, ASM inhibitor -2%, TSHR antagonist 0, TSG101-PTAP inh -6%, a7 integrin act 2% and TCR activator 3%.
`O=C(O)CCC(NC(=O)c1cncc(O)c1)C(=O)O` (stereo not drawn) gave MLL CXXC-DNA inh 11%, Menin-MLL TR inh 7%, MBNL1 CUG block -6%, Mito fusion yeast 2%, ASM inhibitor 2%, TSHR antagonist 0, TSG101-PTAP inh -7%, a7 integrin act -2% and TCR activator 3%.
CCOC(=O)c1c(N)sc2c1CCC(CC)C2 (stereo not drawn) was read as MLL CXXC-DNA inh 6%, Menin-MLL TR inh -8%, MBNL1 CUG block -4%, Mito fusion yeast 6%, A-T KAP1 phos -1%, ASM inhibitor -2%, TSHR antagonist -6, TSG101-PTAP inh -9%, a7 integrin act -14% and TCR activator -5%.
Cc1cc(NC(=O)c2nn(C)c(C)c2Br)no1 was read as MLL CXXC-DNA inh -3%, MBNL1 CUG block 2%, Mito fusion yeast 0%, A-T KAP1 phos 3%, ASM inhibitor 2%, TSHR antagonist -6, TSG101-PTAP inh -4%, a7 integrin act 14% and TCR activator -5%.
`Cc1ccccc1NC(=S)NC1CCCC1` gave MLL CXXC-DNA inh 1%, Menin-MLL TR inh -19%, MBNL1 CUG block 1%, Mito fusion yeast -18%, A-T KAP1 phos -1%, ASM inhibitor 3%, TSHR antagonist 12, TSG101-PTAP inh 1% and a7 integrin act -42%[inhibitor].
C/C(N)=C(/C#N)C(=O)COC(=O)C(NS(=O)(=O)c1ccc(Cl)cc1)C(C)O (stereo not drawn) was read as MLL CXXC-DNA inh 12%, Menin-MLL TR inh 3%, MBNL1 CUG block -1%, Mito fusion yeast 1%, A-T KAP1 phos 5%, ASM inhibitor -2%&0%, TSHR antagonist -3, TSG101-PTAP inh -12%&-5%, a7 integrin act 8%&5% and TCR activator 3%&3%.
For Cc1cc(C)c(NC(=O)c2ccc3c(c2)C(=O)N(Cc2cccnc2)C3=O)c(C)c1 the results were MLL CXXC-DNA inh 4%, MBNL1 CUG block inconclusive, Mito fusion yeast 1%, A-T KAP1 phos 15%, ASM inhibitor -2%, TSHR antagonist -4, TSG101-PTAP inh -5%, a7 integrin act 0% and TCR activator -2%.
For CCOc1ccccc1NC(=O)c1cc(C(=O)c2cc(Br)ccc2O)coc1=N the results were MLL CXXC-DNA inh 4%, Menin-MLL TR inh -19%, MBNL1 CUG block 12%, Mito fusion yeast -10%, A-T KAP1 phos -8%, ASM inhibitor 50%, TSHR antagonist inconclusive, TSG101-PTAP inh 3%, a7 integrin act 3% and TCR activator 3%.
COC(=O)c1c(NC(NC(=O)CC(C)C)C(Cl)(Cl)Cl)sc2c1CCC2 (stereo not drawn) was read as MLL CXXC-DNA inh -3%, Menin-MLL TR inh inconclusive, MBNL1 CUG block 3%, Mito fusion yeast -8%, A-T KAP1 phos 0%, ASM inhibitor -11%, TSHR antagonist -47, TSG101-PTAP inh -1%, a7 integrin act -39% and TCR activator -2%[46.1 µM].
For Oc1cc(Cl)cc(Cl)c1Cl the results were Mito fusion yeast -2%, A-T KAP1 phos 9%, ASM inhibitor -4%, TSHR antagonist -19, TSG101-PTAP inh -1% and TCR activator -4%.
O=C(CS(=O)(=O)c1c[nH]c2ccccc12)Nc1ccc(F)cc1 was read as MLL CXXC-DNA inh 11%, MBNL1 CUG block 3%, Mito fusion yeast 0%, A-T KAP1 phos -9%, ASM inhibitor -1%, TSHR antagonist 3, TSG101-PTAP inh -1% and a7 integrin act -18%.
For CC(C)(C)c1ccc(/C=N/NC(=O)CN2CCS(=O)(=O)CC2)cc1 the results were MLL CXXC-DNA inh inconclusive, Menin-MLL TR inh 1%, MBNL1 CUG block 9%, Mito fusion yeast -2%, A-T KAP1 phos 9%, ASM inhibitor 3%, TSHR antagonist 5, TSG101-PTAP inh -2%, a7 integrin act -24% and TCR activator -6%.
Cn1cc(CNC(=O)c2ccc(OC3CCN(Cc4ccccn4)CC3)cc2)cn1 was read as MLL CXXC-DNA inh -4%, MBNL1 CUG block -7%, Mito fusion yeast 1%, A-T KAP1 phos 0%, ASM inhibitor -1%, TSHR antagonist 8, TSG101-PTAP inh -10%, a7 integrin act 0% and TCR activator -1%.
For CCCCCCc1ccc(N2C[C@H](C)[C@@H](CC(=O)NCc3ccccc3)C2=O)cc1 the results were MLL CXXC-DNA inh 9%, Menin-MLL TR inh 2%, MBNL1 CUG block 8%, Mito fusion yeast -1%, A-T KAP1 phos 3%, ASM inhibitor -20%, TSHR antagonist -2, TSG101-PTAP inh 1%, a7 integrin act -22% and TCR activator 4%.
Screening O=C(Nc1nccs1)c1ccc(Br)c(S(=O)(=O)N2CCOCC2)c1 returned MLL CXXC-DNA inh -9%, Menin-MLL TR inh 18%, MBNL1 CUG block 4%, Mito fusion yeast -18%, A-T KAP1 phos 5%, ASM inhibitor -2%, TSHR antagonist -15, TSG101-PTAP inh -7%, a7 integrin act 9% and TCR activator -2%[46.1 µM].
`O=C(Nc1cc2c(cc1Cl)OCCO2)c1ccco1` gave MLL CXXC-DNA inh -2%, Menin-MLL TR inh -25%, MBNL1 CUG block inconclusive, Mito fusion yeast -4%, A-T KAP1 phos 1%, ASM inhibitor 2%, TSHR antagonist -1, TSG101-PTAP inh -7%, a7 integrin act 7% and TCR activator 1%[46.1 µM].
Screening O=C(COc1ccc(S(=O)(=O)N2CCOCC2)cc1)NCc1ccco1 returned MLL CXXC-DNA inh 5%, MBNL1 CUG block -1%, Mito fusion yeast 0%, A-T KAP1 phos 6%, ASM inhibitor 3%, TSHR antagonist 9, TSG101-PTAP inh 0%, a7 integrin act -11% and TCR activator 1%.
For C[C@@H]1CN(S(=O)(=O)c2ccc3c(c2)OCCO3)CCN1S(=O)(=O)c1c(F)cccc1F the results were A-T KAP1 phos 6%, ASM inhibitor 7%, TSHR antagonist -12, TSG101-PTAP inh 0% and TCR activator 0%.
